hgDAF-12 ag – H. glycines DAF-12 receptor agonists, primary screen, cell-based, luminescence, HEK293, GAL4 fusion, UAS-luciferase; 370,000 compounds, 1.8% hits; HEK293 GAL4-hgDAF12 UAS-luciferase reporter, agonist luminescence; normalized to butyrate control; AID 687014, 2013; activation, % at 6.8 µM; Nuclear hormone receptor DAF-12 (Heterodera glycines), GAL4 fusion;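 active = activation above a cutoff set at the mean of all screened compounds plus 3 SD, cut at about 10% in these data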;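 note: 0% = DMSO wells and 100% = sodium butyrate wells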
FXN GAA850 act – FXN promoter activators, primary screen, cell-based, luciferase luminescence, HEK293 lucGAA850 | HEK293 lucGAA850 FXN promoter luciferase reporter, 24 h; percent of 10 µM SAHA response | activation, % at 6 µM | 360,000 compounds, 0.56% hits;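 active = activation above the average of all compounds screened plus 3 SD, cutoff fixed separately per campaign, cut at about 7.5% in these data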;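 note: 0% = DMSO wells and 100% = 10 µM SAHA wells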
ADAM10 inh – human ADAM10 inhibitors, primary screen, biochemical, QFRET, HTS; AID 720582, 2013; recombinant ADAM10, EDANS/DABCYL FRET peptide cleavage, 3 h; Disintegrin and metalloproteinase domain-containing protein 10 (Homo sapiens), O14672; inhibition, % at 7 µM; 370,000 compounds, 0.62% hits;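 active = inhibition above a per-campaign cutoff equal to the mean of compounds falling between control-based bounds plus 3 SD, cut at about 20% in these data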;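 note: 0% = DMSO wells while the 100% control is not disclosed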
Target sequence (O14672 214-748 limits assumed): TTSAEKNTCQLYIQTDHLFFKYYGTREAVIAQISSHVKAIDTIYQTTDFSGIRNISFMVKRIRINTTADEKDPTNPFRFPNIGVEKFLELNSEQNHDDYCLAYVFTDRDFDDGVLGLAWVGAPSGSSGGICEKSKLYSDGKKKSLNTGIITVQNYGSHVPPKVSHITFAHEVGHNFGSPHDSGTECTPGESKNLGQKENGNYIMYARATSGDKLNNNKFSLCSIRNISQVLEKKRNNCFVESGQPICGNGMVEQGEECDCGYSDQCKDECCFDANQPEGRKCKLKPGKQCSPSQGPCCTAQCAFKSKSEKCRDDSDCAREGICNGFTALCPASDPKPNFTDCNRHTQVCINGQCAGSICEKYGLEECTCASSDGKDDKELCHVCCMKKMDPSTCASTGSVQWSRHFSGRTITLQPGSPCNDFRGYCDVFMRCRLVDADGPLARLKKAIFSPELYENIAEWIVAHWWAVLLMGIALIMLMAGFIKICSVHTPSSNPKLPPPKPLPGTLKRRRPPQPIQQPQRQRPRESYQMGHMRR
ssDAF-12 act – S. stercoralis DAF-12 nuclear receptor activators, primary screen, cell-based, luminescence, HEK293, GRIP1 co-expression, lit1-tk-luc; Nuclear hormone receptor DAF-12 (Strongyloides stercoralis); HEK293 ssDAF-12/GRIP1 lit1-tk-luc reporter; % of 3 µM dafachronic acid response; activation, % at 6.8 µM; 370,000 compounds, 1% hits; AID 652126, 2013;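 active = activation above the mean over all tested compounds plus 3 SD, cut at about 0.9% in these data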;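 note: 0% = DMSO-only wells and 100% = 3 µM delta7-dafachronic acid wells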
GC-A act – GC-A stimulated cGMP production enhancers – HEK293 GC-A cells, cGMP TR-FRET, EC30 ANP, primary screen; activation, % at 10 µM; 370,000 compounds, 0.14% hits; 0% at EC30 ANP, 100% saturating ANP; in the data active = activation above about 40%
DAX1 inh-1 – DAX1 (NR0B1) inhibitors, primary screen, cell-based, HEK293, Gal4-DAX1, luciferase luminescence; AID 504766, 2011; inhibition, % at 6.75 µM; HEK293 Gal4-DAX1 luciferase reporter; 340,000 compounds, 0.99% hits;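 active = inhibition above the mean over all tested compounds plus 3 SD, cut at about 4.2% in these data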;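 note: 0% = DAX1-transfected cells with DMSO and 100% = empty-vector control cells with DMSO; inhibition shows as a rise in luminescence from relieved DAX1 repression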
DAX1 inh-2 – DAX1 (NR0B1) inhibitors on StAR promoter, primary screen, cell-based, luminescence, SF-1 (NR5A1), full-length DAX-1. 370,000 compounds, 1.1% hits. inhibition, % at 6.8 µM. HEK293T StAR-luciferase reporter, SF-1/DAX-1 repression relief. AID 652010, 2013;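 active = inhibition above the mean over all tested compounds plus 3 SD, cut at about 3.6% in these data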;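 note: 0% = DAX-1 cells with DMSO and 100% = cells lacking DAX-1 with DMSO; higher inhibition means more luminescence from relief of DAX-1 repression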
hcDAF12 agonist – H. contortus DAF-12 nuclear receptor activators, primary screen, cell-based, luminescence, HEK293, lit1-tk-luc reporter; HEK293 hcDAF-12 lit1-tk-luc reporter; 0% DMSO, 100% Δ7-dafachronic acid; activation, % at 6.8 µM; 370,000 compounds, 1.4% hits;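 active = activation above the mean of all tested compounds plus 3 SD, cut at about 5.5% in these data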;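 note: 100% = response to 3 µM Δ7-dafachronic acid high control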
SMARCA2 activ – SMARCA2 (BRM) function activators, primary screen, cell-based, luminescence, high throughput | MG213 cells, MMTV-luciferase reporter, dexamethasone, overnight | activation, % at 9.1 µM | 370,000 compounds, 1% hits; in the data active = activation above about 7.8%;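 note: 0% = vehicle wells and 100% = reference activator wells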
NPR2 activator – human GC-B receptor activators, primary screen, HEK293 GC-B cells, cGMP TR-FRET, EC30 CNP; Atrial natriuretic peptide receptor 2 (Homo sapiens), P20594; 0% at EC30 CNP, 100% saturating CNP; activation, % at 10 µM; 370,000 compounds, 0.11% hits;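 active = activation at 10 µM reaching about 35% in either raw or pattern-adjusted values, limit read from the data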
sPLA2-III inh – human group III sPLA2 inhibitors, primary screen, biochemical, QFRET, BODIPY PC-A2 liposome substrate; Group 3 secretory phospholipase A2 (Homo sapiens), Q9NZ20; 370,000 compounds, 0.56% hits; inhibition, % at 12.2 µM; QFRET BODIPY PC-A2 liposome hydrolysis, fluorescence;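 active = inhibition above mean plus 3 SD of compounds lying within the high and low control bounds, cut at about 19% in these data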;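 note: 0% = median of test compound wells and 100% = no enzyme DMSO wells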
Target sequence (Q9NZ20 whole entry, looked up): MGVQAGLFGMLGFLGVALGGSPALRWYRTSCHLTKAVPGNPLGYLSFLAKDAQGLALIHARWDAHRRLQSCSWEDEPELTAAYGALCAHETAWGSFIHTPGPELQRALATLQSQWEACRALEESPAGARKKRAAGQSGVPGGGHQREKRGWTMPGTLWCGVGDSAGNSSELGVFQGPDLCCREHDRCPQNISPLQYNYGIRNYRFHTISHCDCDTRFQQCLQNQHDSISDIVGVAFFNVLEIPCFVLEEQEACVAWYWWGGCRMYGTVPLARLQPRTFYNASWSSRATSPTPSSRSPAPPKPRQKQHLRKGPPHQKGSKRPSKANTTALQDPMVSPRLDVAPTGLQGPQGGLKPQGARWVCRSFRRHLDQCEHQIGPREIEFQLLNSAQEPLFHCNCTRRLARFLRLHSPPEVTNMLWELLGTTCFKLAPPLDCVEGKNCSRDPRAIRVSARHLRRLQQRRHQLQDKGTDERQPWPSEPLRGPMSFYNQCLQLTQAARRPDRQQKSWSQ
Numbers without * were called inactive; i = inactive; · = not tested or not shown.

#1 CC1(C(=O)NCc2ccc(C(F)(F)F)cc2)CCN1Cc1c(F)cccc1F (stereo not given)
#2 CCCCCCCCN1[C@@H](CC(=O)O)c2cc(C(F)(F)F)ccc2S1(=O)=O
#3 COc1ccc(-c2noc(CCC(=O)N3CCN(c4cccc(C(F)(F)F)c4)CC3)n2)cc1
#4 CSCCC(NC(=O)c1ccccc1Cl)C(=O)NCCOc1ccc(C)cc1 (stereo not given)
#5 O=C(O)c1ccccc1Nc1cccc(C(F)(F)F)c1
Compound,1,2,3,4,5
hgDAF-12 ag,-4.3,0.9,-3.4,-1.1,-0.6
FXN GAA850 act,-0.2,0.8,-0.6,-2.0,0.2
ADAM10 inh,16,-1,3,4,2
ssDAF-12 act,-0.8,-1.2,-1.7,-1.1,-1.2
GC-A act,-3,3,-2,-1,0
DAX1 inh-1,·,2.0,-0.4,-0.6,0.2
DAX1 inh-2,0.3,-0.4,-1.1,-2.1,0.2
hcDAF12 agonist,-0.9,-0.7,-1.7,0.1,2.6
SMARCA2 activ,1,0,0,-2,-3
NPR2 activator,0,3,2,-2,-2
sPLA2-III inh,-4,-7,-4,-5,-15

#6 COc1ccc(Nc2nc3ccc(C)cc3cc2C#N)c(OC)c1
#7 COC(=O)C[C@@H]1C=C[C@@H](NS(=O)(=O)c2cccc(OC)c2)[C@@H](CO)O1
#8 COc1cccc(CNC(=O)C2CCN(c3cnccn3)CC2)c1
#9 Cc1ccc(C(=O)OCC(=O)c2c[nH]c3ccccc23)cc1S(=O)(=O)N1CCCCC1
#10 CC(C)NC(=O)CSc1nnc(-c2ccncc2)n1-c1ccccc1
Compound,6,7,8,9,10
hgDAF-12 ag,0.7,1.0,0.9,-3.4,0.5
FXN GAA850 act,0.8,·,-1.2,-1.5,1.7
ADAM10 inh,-2,-9,-24,-6,0
ssDAF-12 act,-0.6,-0.5,-0.8,-1.2,-0.7
GC-A act,6,-2,-2,-2,-6
DAX1 inh-1,0.9,·,-2.1,-2.4,0.9
DAX1 inh-2,0.3,0.8,0.5,-0.8,0.5
hcDAF12 agonist,-1.5,2.0,0.3,-1.1,-0.5
SMARCA2 activ,-5,0,-3,-7,2
NPR2 activator,-1,1,2,-2,-3
sPLA2-III inh,4,5,1,-12,7

#11 CCCNC(=O)c1ccc(COc2cccc3ccccc23)o1
#12 O=C(NCCCn1ccnc1)c1cccc(S(=O)(=O)Nc2ccc(Br)cc2)c1
#13 NC(=O)c1nsc(C(=O)N(Cc2ccccc2Cl)C(C(=O)NCC2CCCO2)c2ccc(O)cc2)c1N (stereo not given)
#14 CCOCCCN(C(=O)CCC(=O)Nc1cc(C)on1)C(C(=O)NC(C)(C)CC)c1cccc(OC)c1OC (stereo not given)
#15 CN1CCN(S(=O)(=O)c2ccc(N3CCN(c4ccccc4Cl)CC3)nc2)CC1
Compound,11,12,13,14,15
hgDAF-12 ag,1.2,-1.2,-1.2,0.2,-0.4
FXN GAA850 act,4.6,-3.1,0.1,-2.5,0.7
ADAM10 inh,1,-1,-164,6,-7
ssDAF-12 act,-0.7,-1.1,-0.9,-1.1,-0.8
GC-A act,-4,-2,-8,0,1
DAX1 inh-1,-1.1,-0.2,-1.4,-0.6,0.4
DAX1 inh-2,0.0,0.8,-0.4,-0.4,-1.3
hcDAF12 agonist,-1.7,-0.3,-1.0,-1.9,-0.8
SMARCA2 activ,-2,6,2,-2,1
NPR2 activator,-7,-2,-1,9,-3
sPLA2-III inh,-10,-20,-10,1,2

#16 O=C(O)c1ccccc1N=Cc1c(O)n(-c2nccs2)c(=O)c2ccccc12
#17 O=C(Nc1ccccc1C(F)(F)F)Nc1cccc2ccccc12
#18 NC(=O)c1cccc(-c2coc3c(C(=O)NCCc4ccccc4)cccc23)c1
#19 COc1ccccc1/C=C/C(=O)Nc1ccc(S(=O)(=O)Nc2cc(C)on2)cc1
#20 O=C1c2ccccc2C(=O)N1CCc1c[nH]c2ccccc12
Compound,16,17,18,19,20
hgDAF-12 ag,-1.3,2.8,1.0,-0.3,19*
FXN GAA850 act,-7.1,0.2,3.3,-0.6,9.0*
ADAM10 inh,-160,-59,4,-13,5
ssDAF-12 act,-1.7,-1.8,-1.6,-1.1,0.8
GC-A act,-10,5,16,0,-8
DAX1 inh-1,-2.5,0.5,·,0.3,13*
DAX1 inh-2,0.1,-0.3,-1.9,3.2,3.6*
hcDAF12 agonist,-1.9,-1.8,-3.3,-0.7,2.0
SMARCA2 activ,-5,1,-2,-1,7
NPR2 activator,1,1,18,-5,-4
sPLA2-III inh,10,-2,-7,-32,-59

#21 O=C(CSc1nc2c(sc3ccccc32)c(=O)n1CCCN1CCOCC1)NC1CCCC1
#22 COCC(=O)N1C[C@H]2CON(C)[C@H]2C[C@H]1c1cccc(-c2ccccc2)c1
#23 CCC(C)NC(=O)CN(c1cc(Cl)cc(Cl)c1)S(C)(=O)=O (stereo not given)
#24 COc1cc(C#Cc2c(-c3ccccc3)n(C)c3ccccc23)cc(OC)c1
#25 COC(=O)C1C/C(=N\NS(=O)(=O)c2ccc(C)cc2)c2sccc2C1 (stereo not given)
Compound,21,22,23,24,25
hgDAF-12 ag,0.9,-1.9,0.5,0.6,-0.4
FXN GAA850 act,4.5,0.4,1.0,0.4,-0.9
ADAM10 inh,-15,-13,0,i,2
ssDAF-12 act,0.0,-1.1,-1.1,-0.9,-0.8
GC-A act,-5,2,4,-4,2
DAX1 inh-1,-0.8,2.3,0.8,0.5,0.9
DAX1 inh-2,-0.6,-1.1,0.1,-0.1,-0.6
hcDAF12 agonist,-1.0,-0.3,-1.1,1.1,1.6
SMARCA2 activ,-2,0,-1,1,-1
NPR2 activator,-4,3,-4,-6,0
sPLA2-III inh,0,12,2,-8,9

#26 Cc1ccc(S(=O)(=O)N2CCN(C(=O)COC(=O)C3CC3C)CC2)c(C)c1 (stereo not given)
#27 O=C(CSCSCC(=O)Nc1ccc2c(c1)OCO2)Nc1ccc2c(c1)OCO2
#28 CC(=O)Nc1cccc(NC(=O)c2cc(C)on2)c1
#29 COc1cc2c(c(OC)c1OC)CC(=O)N(C)CC2
#30 COc1ccc(NC(=O)c2cc(-c3ccco3)nc3ccccc23)cc1S(=O)(=O)N1CCOCC1
Compound,26,27,28,29,30
hgDAF-12 ag,-0.3,0.2,0.7,-1.7,0.7
FXN GAA850 act,1.4,0.7,0.5,2.7,-3.0
ADAM10 inh,-7,2,0,-7,-45
ssDAF-12 act,-1.3,-1.5,-0.8,-0.7,-0.1
GC-A act,0,-1,2,2,1
DAX1 inh-1,-0.3,-1.4,-0.5,-0.4,-0.8
DAX1 inh-2,2.5,-1.0,0.3,1.0,-0.3
hcDAF12 agonist,0.0,-0.9,0.5,-1.9,-0.7
SMARCA2 activ,-1,-3,0,-3,2
NPR2 activator,7,3,-2,1,4
sPLA2-III inh,0,-5,-3,14,-7

#31 C=CC[C@H](CC(=O)NCCO)C(=O)N[C@@H](COC(=O)[C@H](CC=C)CC(=O)OC(C)(C)C)Cc1c[nH]c2ccccc12
#32 CCOc1ccc(S(=O)(=O)N2CCNC(=O)C2)cc1
#33 CN1CCN(c2ncnc3c2ncn3[C@H]2CN(C)C[C@@H](CO)O2)CC1
#34 O=C1C[C@H](C(=O)Nc2ccc(Cl)cc2)[C@@H](c2ccccc2)O1
#35 Cc1ccc(S(=O)(=O)NCC(=O)N(CC(=O)NCC2CCCO2)Cc2ccc(Cl)cc2)cc1 (stereo not given)
Compound,31,32,33,34,35
hgDAF-12 ag,-1.7,-1.3,-0.8,0.3,2.1
FXN GAA850 act,-3.8,0.4,-0.7,·,-0.8
ADAM10 inh,2,-7,-5,-1,2
ssDAF-12 act,-1.6,-0.9,-0.6,-0.2,-1.2
GC-A act,4,4,1,-2,0
DAX1 inh-1,0.4,-0.3,·,·,-0.1
DAX1 inh-2,-0.5,0.6,0.4,-0.3,0.1
hcDAF12 agonist,-1.9,0.4,0.8,0.4,-1.4
SMARCA2 activ,0,-4,-3,-3,0
NPR2 activator,-3,1,-1,-7,2
sPLA2-III inh,-57,13,5,-12,-2

Some of these compounds in order of the ADAM10 inh value, low to high:
item | smiles | FXN GAA850 act | ADAM10 inh | ssDAF-12 act | GC-A act | DAX1 inh-1 | DAX1 inh-2 | hcDAF12 agonist | SMARCA2 activ | NPR2 activator | sPLA2-III inh
32 | CCOc1ccc(S(=O)(=O)N2CCNC(=O)C2)cc1 | 0.4 | -7 | -0.9 | 4 | -0.3 | 0.6 | 0.4 | -4 | 1 | 13
34 | O=C1C[C@H](C(=O)Nc2ccc(Cl)cc2)[C@@H](c2ccccc2)O1 | · | -1 | -0.2 | -2 | · | -0.3 | 0.4 | -3 | -7 | -12
35 | Cc1ccc(S(=O)(=O)NCC(=O)N(CC(=O)NCC2CCCO2)Cc2ccc(Cl)cc2)cc1 (stereo not given) | -0.8 | 2 | -1.2 | 0 | -0.1 | 0.1 | -1.4 | 0 | 2 | -2

Further results follow:
#36 Cc1ccc(S(=O)(=O)NCCC(=O)Nc2ccc3c(c2)OCO3)cc1
#37 Cc1noc(C)c1C(=O)OCC(=O)Nc1ccc(C(N)=O)cc1
#38 CCCCCNc1nc(N2CCCC2)c2c(c1C#N)CCN(C)C2
#39 COC(=O)C1CN(CCc2ccccc2)CCS(=O)(=O)N1Cc1ccc(F)cc1 (stereo not given)
#40 Cc1noc(NS(=O)(=O)c2ccc(NC(=O)CC34CC5CC(CC(Br)(C5)C3)C4)cc2)c1C
Compound,36,37,38,39,40
hgDAF-12 ag,1.3,1.7,-2.0,2.5,-0.1
FXN GAA850 act,-0.2,2.1,1.6,·,-0.5
ADAM10 inh,3,-7,-60,-11,0
ssDAF-12 act,-0.4,-0.9,-1.0,-0.9,-0.8
GC-A act,2,-2,24,-3,4
DAX1 inh-1,-0.4,-0.1,-0.2,·,-0.1
DAX1 inh-2,-0.3,0.3,-1.0,-0.4,0.6
hcDAF12 agonist,-0.1,-1.5,-1.7,1.3,0.0
SMARCA2 activ,0,-2,-2,1,-1
NPR2 activator,3,-3,9,3,1
sPLA2-III inh,-4,10,-15,11,2
